Compound activity deposited in PubChem BioAssay by NCI.
Growth percent in the NCI-60 one-dose screen (48 h, 10 µM unless noted): 100 = growth as untreated, 0 = no growth, -100 = all killed.
HOP-92: HOP-92 NSCLC cells | actives 6.3% (n = 71,000) | AID 1794738
EKVX: EKVX NSCLC | AID 1794765 | actives 3% (n = 71,000)
SK-MEL-28: SK-MEL-28 melanoma. actives 4.1% (n = 81,000). AID 1794761
SK-MEL-5: SK-MEL-5 melanoma. actives 6.4% (n = 80,000). AID 1794755
HOP-62: HOP-62 NSCLC; actives 3.9% (n = 80,000); AID 1794735
SK-MEL-2: SK-MEL-2 melanoma | actives 4.7% (n = 77,000) | AID 1794763
M14: M14 melanoma; actives 6.2% (n = 80,000)
A549/ATCC: A549/ATCC NSCLC. AID 1794740. actives 3.7% (n = 81,000)
An asterisk follows results filed as active; . = not tested or not shown; & = joins results of further samples. The calls were made as follows: active = growth percent below 10; inactive = the rest.

SMILES	HOP-92	EKVX	SK-MEL-28	SK-MEL-5	HOP-62	SK-MEL-2	M14	A549/ATCC
Cc1ccc(Cl)c(-n2c(SCC(=O)Nc3ccc(S(=O)(=O)Nc4nccs4)cc3)nc3ccccc3c2=O)c1	98	101	111	103	102	108	.	108
COc1ccc(CN2c3ccccc3Oc3ccccc32)cc1F	67	61	.	.	52	10	34	44
C=C(C)[C@@H]1CC=C2c3sc(NC(C)=O)nc3CC[C@]2(C)[C@H]1C	86	94	98	97	106	96	88	96
Cc1ccc(NC(=O)NCC2(C)CC(NC(=O)Nc3ccc(C)cc3)CC(C)(C)C2)cc1 (stereo unspecified)	118	.	92	88	80	103	102	91
Cc1[nH]c(C2CC(c3ccc(C(F)(F)F)c(F)c3)=NN2c2ccc(Cl)cc2)c(C)c1C(=O)O (stereo unspecified)	105	82	98	89	99	112	95	81
C#C[C@@]1(O)[C@@H](CO)O[C@@H](n2cc(Br)c3c(N)ncnc32)[C@@H]1O	-27*	-24*	58	4.9*	-5.2*	-25*	0.2*	-52*
O=C(N=Nc1c(O)[nH]c2ccc([N+](=O)[O-])cc12)c1ccc2nc(-c3ccc(Cl)cc3)[nH]c2c1	114	94	71	107	98	103	96	114
O=C(Sc1n[nH]c(=O)[nH]c1=O)c1ccccc1	.	94	100	101	103	.	107	97
O=C(O)c1ccc(-n2cc(CNc3ccccc3)c(-c3ccccc3)n2)cc1	104	90	101	95	105	107	98	87
Nc1nc(-c2cccc([N+](=O)[O-])c2)c(N=Nc2cccc(Cl)c2)s1	-14*	42	76	40	46	.	37	49
O=C1NNC(c2ccccc2)=N/C1=C\c1ccccc1Cl	90	109	116	106	105	.	115	93
C=CC(=O)N1CN(C(=O)C=C)CN(C(=O)C=C)C1	.	108	73	72	88	110	87	95
N#C/C(=C\c1ccc(Cl)o1)c1cc2ccccc2[nH]1	94	81	106	96	88	95	96	95
COc1ccc2c(CCc3ccc(Cl)cc3)c3[n+](cc2c1OC)CCc1cc2c(cc1-3)OCO2	25	70	28	18	76	37	38	51
Cc1cc(N2CCCCC2)nc(N2CCN(CC(=O)Nc3ccc4c(ccn4C)c3)CC2)n1	96	99	102	99	87	103	98	94
O=C(Nc1ccc(C(=O)Nc2ccc(C3=NCCCN3)cc2)cc1)Nc1ccc(C2=NCCCN2)cc1	81	61	105	55	87	63	87	76
N#Cc1c(-c2ccccc2Br)cc(-c2ccc(Br)s2)[nH]c1=O	87	97	101	100	99	102	94	105
O=C1C=CC(=O)N1c1cccc(N2C(=O)C=CC2=O)c1	95	96	108	116	114	111	99	101
CC1SC(c2ccccc2O)N(NC(=O)CCC(=O)c2nc3ncccc3[nH]2)C1=O (stereo unspecified)	79	86	113	95	88	96	98	96
Oc1ccc([S+](c2ccc(O)cc2)c2ccc(O)cc2)cc1	92	.	105	100	94	117	105	99
CCN1CCN(CC(=O)NCCc2c[nH]c3ccccc23)C(=O)c2ccccc2C1=O	99	100	113	103	97	100	101	96
O=C1C(=O)c2c(nc3n[nH]c(-c4ccc(Cl)cc4)c3c2-c2ccccc2)-c2ccccc21	73	78	105	88	96	102	97	85
[O-][N+](CCO)(CCO)Cc1ccccc1	103	84	117	110	103	86	111	98
CCOc1cccc(Nc2nc(N)nc3[nH]c4ccc(O)cc4c23)c1	26	28	89	54	62	90	75	47
COc1ccc(Cc2ccccc2C(=O)O)cc1	89&103	108&126	101&111	101	91&116	104&108	104&107	103&100
O=C(Nc1ccc(F)cc1)c1n[nH]c2c1CCCCC2	62	.	109	97	111	119	.	101
CCC/C=C/C=N/N1C(=S)N(c2cccnc2)[C@]23OC(N)=C(C#N)[C@]12C(=O)c1ccccc13	90	90	106	95	93	97	90	100
COc1ccc(/C=C2\CCCC3C2=NNC3c2ccc(OC)cc2)cc1 (stereo unspecified)	98&106	92&99	98&102	101&99	95&110	105&102	99&105	94&107
O=C(CCCCCC1CCCCC1)OC1CCCC1	101	109	107	104	104	.	105	99
O=C1NC(=O)C(Cc2ccc(OCc3ccc(-c4ccccc4)cc3)cc2)S1 (stereo unspecified)	86	75	82	59	82	92	84	78
CN1CCN2c3ccccc3Cc3ccccc3C2C1 (stereo unspecified)	.	98	116	96	.	.	109	94
O=C(Cn1ncnn1)NCc1cc(-c2cccc(Cl)c2)no1	104	118	118	107	102	101	107	101
Cc1c(NS(=O)(=O)c2ccccc2)c(C)c(NS(=O)(=O)c2ccccc2)c(C)c1NS(=O)(=O)c1ccccc1	92	97	103	93	87	91	97	59
O=C1O/C(=C\c2nc3ccccc3s2)c2ccccc21	26	77	99	101	87	73	.	107
CCN1CCN(c2ncnc3cc(OC)c(OC)cc23)CC1	.	117	114	99	97	103	103	101
CCN1C(=O)N(CC)C2C1NN=C1SC3(C(=O)N12)C(c1ccccc1F)CN(C)C31C(=O)Nc2ccccc21 (stereo unspecified)	93	100	103	104	87	105	90	99
Oc1c(Cl)cc(Cl)cc1C(c1cc(Cl)cc(Cl)c1O)C(Cl)(Cl)Cl	.	.	30	-39*	-6.3*	-34*	18	1.5*
CCCCCCCCCCCCCCCCCCNC(=S)Nc1ccccc1	78	.	100	102	98	116	108	98
COc1ccc(-n2nc(C)c3c(Nc4ccc(NC(=O)Nc5c(Cl)cccc5Cl)cc4)ncnc32)cc1	44	67	82	5.9*	50	79	82	45
CCCCCCCCn1cc(C2=C(c3coc4ccc(OC)cc34)C(=O)NC2=O)c2ccccc21	94	102	101	99	116	107	96	101
CCNC(=O)N1CCc2cc(OC)c(OCCc3ccc(OC)c(N)c3)cc2C1c1ccc(C)cc1C (stereo unspecified)	.	44	43	-7.8*	27	4.3*	17	9.1*
COc1ccc(/C=C2\CN(Cc3cn(CCCNc4ccnc5cc(Cl)ccc45)nn3)C/C(=C\c3ccc(OC)cc3)C2=O)cc1	54	.	80	53	64	90	71	66
O=C(O)COc1ccc([N+](=O)[O-])cc1Cl	.	.	104	106	91	107	107	100
CCOc1cccc(-c2nc3sccn3c2-c2ccncn2)c1	.	102	112	99	114	109	110	97
CCCCCCCCO/N=C\c1c2c(O)c3c(O)c(C)c4c(c3c1O)C(=O)C(C)(O/C=C\C(OC)C(C)C(OC(C)=O)C(C)C(O)C(C)C(O)C(C)/C=C\C=C(\C)C(=O)N2)O4 (stereo unspecified)	-5.0*	22	51	18	36	-31*	27	17
O=C1Nc2cc(-c3ccc(NS(=O)(=O)c4ccccc4)cc3)ccc2/C1=C/c1ccc[nH]1	96	29	108	91	106	112	90	87
Nc1nnc(-c2cncc(Br)c2)c(-c2c[nH]c3ccc(Cl)cc23)n1	91	78	91	70	92	111	86	83
Cc1cc(NC(=O)Nc2ccc(N=Nc3cc(S(=O)(=O)O)c4cccc(S(=O)(=O)O)c4c3)c(C)c2)ccc1N=Nc1cc(S(=O)(=O)O)c2cccc(S(=O)(=O)O)c2c1	105	102	105	108	91	99	101	104
CCCC1(/C=N/NC(N)=S)NC(=O)NC1=O (stereo unspecified)	106	101	113	98	90	106	104	75
O=[N+]([O-])c1ccc(/C=N/NCc2nc(Cl)c3ccccc3n2)cc1	99	96	106	.	97	106	102	99
c1ccc(-n2ccc3c2-c2oncc2CC3)cc1	83	98	100	101	.	98	108	86
COc1ccc(N(C)c2nc(Cl)nc3cnn(C)c23)cc1	29	46	58	-25*	22	22	.	11
Nc1ncnc2c1ncn2[C@@H]1C=C[C@H](CO)[C@H]1CO	100	100	100	93	102	109	101	82
CCOC(=O)c1ccc(C=O)[nH]1	124	108	117	105	106	.	103	89
O=S(=O)(O)c1ccc2ccc(S(=O)(=O)O)cc2c1	93	92	104	99	92	110	101	106
CC(C)C1CCC(OC(=O)CCl)CC1 (stereo unspecified)	118	101	113	104	115	106	106	104
COc1ccc(Nc2nc3ccc(NS(=O)(=O)c4ccc(C)cc4)cc3[nH]c2=O)cc1	.	.	106	100	98	101	117	100
CS(=O)(=O)Nc1cncc(-c2ccc3ncnc(Nc4cncc(Cl)c4)c3c2)c1	32	96	82	95	73	68	93	82
CCCCSc1nnc(-c2ccc(-n3nc(-c4ccc(OC)cc4)cc3-c3ccc(OC)cc3)cc2)o1	83	.	93	100	108	87	90	88
C=C1CCC2C3(C)COC(c4cccs4)OC3CCC2(C)C1CC(NCc1ccccc1)C1=CCOC1=O (stereo unspecified)	.	77	97	74	94	86	84	76

One compound at a time (already shown). Screens in order: HOP-92, EKVX, SK-MEL-28, SK-MEL-5, HOP-62, SK-MEL-2, M14, A549/ATCC
Results for O=C1Nc2cc(-c3ccc(NS(=O)(=O)c4ccccc4)cc3)ccc2/C1=C/c1ccc[nH]1 → 96, 29, 108, 91, 106, 112, 90, 87
Results for C=C1CCC2C3(C)COC(c4cccs4)OC3CCC2(C)C1CC(NCc1ccccc1)C1=CCOC1=O (stereo unspecified) → ., 77, 97, 74, 94, 86, 84, 76
Results for O=[N+]([O-])c1ccc(/C=N/NCc2nc(Cl)c3ccccc3n2)cc1 → 99, 96, 106, ., 97, 106, 102, 99
Results for Nc1nnc(-c2cncc(Br)c2)c(-c2c[nH]c3ccc(Cl)cc23)n1 → 91, 78, 91, 70, 92, 111, 86, 83
Results for Cc1cc(NC(=O)Nc2ccc(N=Nc3cc(S(=O)(=O)O)c4cccc(S(=O)(=O)O)c4c3)c(C)c2)ccc1N=Nc1cc(S(=O)(=O)O)c2cccc(S(=O)(=O)O)c2c1 → 105, 102, 105, 108, 91, 99, 101, 104

Of the compounds above, these contain a thiophene ring, fused or not:
SMILES	HOP-92	EKVX	SK-MEL-28	SK-MEL-5	HOP-62	SK-MEL-2	M14	A549/ATCC
N#Cc1c(-c2ccccc2Br)cc(-c2ccc(Br)s2)[nH]c1=O	87	97	101	100	99	102	94	105
C=C1CCC2C3(C)COC(c4cccs4)OC3CCC2(C)C1CC(NCc1ccccc1)C1=CCOC1=O (stereo unspecified)	.	77	97	74	94	86	84	76

Next section
SMILES	HOP-92	EKVX	SK-MEL-28	SK-MEL-5	HOP-62	SK-MEL-2	M14	A549/ATCC
CC(=O)C(c1ccccc1)(c1ccccc1C)c1ccccc1C	88	79	108	102	114	112	103	87
O=C(O)c1c(Cl)ccc([N+](=O)[O-])c1Cl	101	99	99	98	84	94	99	81
CCCCCCCCN(CCCCCCCC)C(=N)c1ccnc2ccccc12	-21*	-63*	-86*	-97*	-86*	-44*	-85*	-82*
COC1=C(OC)C(=O)C(SC/C=C(\C)CCCC(C)CCCC(C)CCCC(C)C)=CC1=O (stereo unspecified)	-13*	28	41	-67*	38	-11*	27	18
COc1ccc(-c2cc(O)c(C(C)=O)s2)cc1	101	98	108	102	106	115	94	91
COC(OC)c1cc(C)nc(NS(=O)(=O)c2ccc(N)cc2)n1	93	92	104	100	93	99	97	87
COc1cc(/C=C/C(=O)N2CCC=CC2=O)cc(OC)c1OC	29	57	56	74	83	75	56	72
CCN(CC)CCCC(C)Nc1ccnc(/C=C/c2ccc(Cl)cc2)c1 (stereo unspecified)	-20*	51	-87*	-97*	38	-69*	-86*	9.4*
Nc1nc2ccccc2c2c(=O)c3cc(Cl)ccc3sc12	81	91	109	97	90	106	105	94
SCc1ccc(Cl)cc1Cl	79	99	111	103	88	103	95	96
O=S(=O)(NCCCNc1nccc(-n2ccc3cccnc32)n1)c1ccc(Cl)cc1	90	90	103	93	108	109	100	91
CNC(=O)NCC1OC(n2cnc3c(NC(=O)Nc4ccccc4)ncnc32)C2OC(=O)CC12 (stereo unspecified)	71	102	107	110	94	70	105	120
CC(=O)Nc1ccc2c(O)cc(S(=O)(=O)O)cc2c1	75	104	127&106	102&99	86&102	97&110	116	93&114
COc1cc(Cl)cc(-c2nn(C(=O)NCCN3CCCC3)cc2-c2ccncc2)c1	.	57	107	95	79	.	101	93
O=C(Oc1ccc[nH]c1=O)c1ccccc1	102	.	107	102	116	105	106	98
COc1ccc2c(c1)C(C)Cc1c(Cl)nc(-c3ccccc3)nc1N2C (stereo unspecified)	90	105	114	92	96	105	84	89
CCNC(=O)Nc1ncccc1OCc1ccccc1	94	99	106	98	103	92	109	100
COc1ccc(C=O)cc1S(=O)(=O)O	91	102	113	100	90	117	114	.
C=C(C=O)[C@@H]1CC[C@]2(C)[C@H](CC=C3[C@H]4[C@@H](C)[C@H](C)CC[C@]4(C(=O)OC)CC[C@]32C)[C@@]1(C)CCC#N	-32*	15	-39*	-98*	21	-28*	.	81
O=C(O)c1ccc(-n2cc(CSc3nc4ccccc4c(=O)n3-c3ccccc3)nn2)cc1	84	100	104	100	94	107	101	102
Cc1c(-c2ccccc2)n(O)[n+]([O-])c1-c1ccccc1	93	.	103	101	110	105	100	99
CCN(CC)CC(Cc1ccccc1)OC(=O)c1ccc([N+](=O)[O-])cc1 (stereo unspecified)	108	100	120	115	98	121	109	104
NS(=O)(=O)c1ccc(NCC(=O)Nc2ccc(-c3nc4ccccc4s3)cc2)cc1	74	.	99	71	118	88	46	93
NNc1ccc([N+](=O)[O-])c2[nH][nH]c(=O)c12	92	100	104	109	103	.	97	99
C=C(C)C(=O)Nc1ccc(NC(C)C)cc1	143	115	119	134	104	54	101	112
CCCCCCCCNC(C)C(O)c1ccc(SC(C)C)cc1 (stereo unspecified)	-28*	25	74	68	85	71	-17*	99
CCN(CC)CCn1c(O)c(N=Nc2ccc(S(N)(=O)=O)cc2)c2cc(Cl)ccc21	136	114	114	101	106	110	92	74
O=C(Cn1c[n+](CC(=O)c2ccc([N+](=O)[O-])cc2)c2ccccc21)Nc1cccc2cccnc12	28	74	79	96	95	41	78	14
